Bioassay records deposited in PubChem by National Center for Advancing Translational Sciences (NCATS).
ATXN2 expr inh = inhibitors of ATXN2 expression; actives 0.72% (n = 360,000); Potency, µM (doses to about 57 µM), for the others: at the top dose activity change, negative = inhibition, most hits filed as inhibitors; HEK-293 ATXN2-luciferase reporter, luminescence, 24 h; AID 1745845; also: potency is read from the fitted curve at half-maximal effect; % is scaled to controls: 0 for no effect and ±100 for the full control effect; nearly all actives have a fitted effect of over 55% in size
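ATXN2-luciferase reporter cells (luciferase flanked by upstream and downstream ATXN2 gene portions) were treated 24 h at 37 °C with compounds at up to 57 uM. SteadyGlo luminescence gave expression; GF-AFC fluorescence gave viability.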
WRN helicase inh = blocks human WRN helicase | Potency, µM (series often up to 114 µM), inactives show at the top dose activity change, negative = inhibition, usual class: inhibitors | actives 0.46% (n = 360,000) | Q14191 | WRN helicase unwinding, fluorescent forked duplex, kinetic; also: potency is read from the fitted curve at half-maximal effect; % is scaled to controls: 0 for no effect and ±100 for the full control effect; nearly all actives have a fitted effect of over 55% in size
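Primary qHTS, 1536-well format. 20 nM WRN + compound, 15 min RT; start with 100 nM forked fluorophore/quencher duplex, 2 mM ATP (final); kinetic read ex 525/em 598 nm.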
KB-V1 MDR tox = kills drug-selected multidrug resistant KB-V1 cells. actives 3.4% (n = 400,000). AID 1347076. Potency, µM (series often up to 46.1 µM), for inactives: at the top dose activity change, negative = cytotoxicity, most hits filed as cytotoxic. KB-V1 MDR cells viability, CellTiter-Glo, 72 h; also: potency is read from the fitted curve at half-maximal effect; % is scaled to controls: 0 for no effect and ±100 for the full control effect; nearly all actives have a fitted effect of over 60% in size
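Following 72 h at 37 degrees C with compound, KB-V1 cell viability was read by CellTiter-Glo luminescence, medium being phenol-red-free DMEM plus 10% FBS; concentration-response parameters came from normalized, curve-fitted qHTS data.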
KB-3-1 tox = kills parental KB-3-1 adenocarcinoma cells. KB-3-1 viability, CellTiter-Glo ATP luminescence, 72 h. Potency, µM (highest dose often 46.1 µM), for the others: at the highest dose activity change, negative = cytotoxic, hits mostly cytotoxic. actives 1.4% (n = 400,000); also: potency is read from the fitted curve at half-maximal effect; % is scaled to controls: 0 for no effect and ±100 for the full control effect; nearly all actives have a fitted effect of over 60% in size
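Multi-concentration cytotoxicity screen in KB-3-1 cells grown in DMEM lacking phenol red with 10% FBS. After 72 h at 37 °C with compound, ATP-dependent luminescence was recorded.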
IL-1B inflam inh = inflammasome signaling inhibition, IL-1 beta readout; THP-1 LPS/ATP IL-1B secretion, AlphaLISA, 16 h; active compounds read low; activity change, % at 57.5 µM; AID 743279; actives 4.7% (n = 360,000); in the data active = activity change below about -50%; inconclusive = mostly about -30% to -49%; also: % is scaled to controls: 0 for no effect and ±100 for the full control effect
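Secreted IL-1B measured by AlphaLISA bead assay after 16 h compound exposure of THP-1 cells; compounds (final up to 57.5 uM) added 1 h before LPS (250 ng/mL) and ATP (1.25 mM) stimulation; lower signal means less secretion.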
MCF10A rerep = inducers of DNA re-replication in MCF 10A breast cells; actives 2.9% (n = 350,000); MCF 10A DNA re-replication, Hoechst nuclear intensity, 48 h; Potency, µM (top dose mostly 46.1 µM), inactives show at the highest dose activity, positive = re-replication, hits mostly activators; also: potency is read from the fitted curve at half-maximal effect; % of control where 0% means no effect; nearly all actives have a fitted effect of over 50% in size
HT1080NT lethal = kills 2HG-producing HT-1080-NT fibrosarcoma cells. HT-1080-NT fibrosarcoma viability, CellTiter-Glo ATP luminescence, 48 h. Potency, µM (series often up to 46.1 µM), inactives show at the top dose activity, negative = less viability, hits mostly cytotoxic. actives 1.6% (n = 360,000). AID 686970;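 also: NT is the 2HG producing partner of a matched IDH1 knockdown line; potency is read from the fitted curve at half-maximal effect; 0% = DMSO-treated cells and -100% = media-only wells without cells; nearly all actives have a fitted effect of over 55% in size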
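Luminescent CellTiter-Glo readout after 48 hours of compound exposure at 37 degrees C defined viability of HT-1080-NT cells. Activity was normalized to DMSO wells and cell-free media wells; concentration-response curves were fitted and assigned curve classes.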
SW480 rerep = induces DNA re-replication in SW480 colon adenocarcinoma cells. Potency, µM (highest dose often 46.1 µM), without a hit: at the highest dose re-replication activation, most hits filed as activators. actives 1.8% (n = 340,000). SW480 DNA re-replication, Hoechst DNA content imaging, 48 h; also: potency is read from the fitted curve at half-maximal effect; % of control where 0% means no effect; nearly all actives have a fitted effect of over 55% in size
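Per well, 250 cells were exposed to pinned compound for 48 hr. Nuclear DNA was visualised with Hoechst (40 min, 37 C) and total object intensity recorded by fluorescence scanning.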
HT1080 IDH1KD tx = toxicity to HT-1080 IDH1 knockdown cells (counter line) | HT-1080 IDH1 knockdown viability, ATP luminescence, 48 h | Potency, µM (top dose mostly 46.1 µM), without a hit: at the highest dose activity, negative = toxicity, usual class: cytotoxic | actives 2% (n = 360,000) | AID 686971;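 also: potency is read from the fitted curve at half-maximal effect; 0% = DMSO wells and -100% = cell-free medium wells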
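Assay cells: HT-1080 with IDH1 knockdown, 750 per well, RPMI/5% FBS. Exposure: 48 h at 37 °C following 2 h pre-incubation. Read: CellTiter-Glo luminescence; fitted concentration-response, curve class assigned.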
Starred values were filed as active, the others as inactive; i = inactive; u = inconclusive; x = no result given; [ ] = dose if it differs, or a comment. Unless noted, calls follow the shape of the dose curve; as a rule, active = well fitted curve in the direction sought with a large enough effect; inconclusive = small, poorly fitted or top-dose-only effect, or another doubt; inactive = no such curve, though single readings can be large; an effect the other way counts as inactive or inconclusive.

SMILES	ATXN2 expr inh	WRN helicase inh	KB-V1 MDR tox	KB-3-1 tox	IL-1B inflam inh	MCF10A rerep	HT1080NT lethal	SW480 rerep	HT1080 IDH1KD tx
Cc1cc(C(=O)NNC(=O)c2c(-c3c(Cl)cccc3Cl)noc2C)no1	4%	2%	-19%	-1%	i	-13%	5%	-9%	-1%
Cn1c(=O)c2c(-c3ccccc3)n(CCCN3CCOCC3)cc2n(C)c1=O	-6%	-3%	-3%	1%	-5	0%	-6%	-10%	0%
COc1ccc(NC(=O)c2ccccc2S(=O)c2ccccc2C#N)cc1 (stereo not given)	-5%	3%	-8%	2%	-10	4%	5%	6%	5%
O=C(Nc1ccccc1C(=O)N/N=C/c1ccco1)c1ccc(F)cc1	-9%	-31%[57.1 µM]	-14%	-6%	2	4%	u	u	u
CCCCN(C)C(=O)c1nc2ccccn2c1CN1CCN(c2ccccn2)CC1	-28%	-1%	u	8%	0	2%	-3%	-9%	0%
O=C(O)c1cc(N/N=C/c2ccc3c(c2)OCCO3)ccc1Cl	4.5µM*	-18%[57.1 µM]	-5%	5%	11	3%	-5%	-10%	1%
CCNC(=O)CSc1nnc(CN2CCCCCC2=O)n1-c1ccccn1	-15%	-5%	7%	1%	2	-43%[inhibitor]	12%	-49%[inhibitor]	5%
COc1cccc(-c2nc(CS(=O)(=O)CC(=O)N3CCN(c4ccccn4)CC3)c(C)o2)c1	-30%	-2%	-18%	u	0	1%	-9%	0%	-3%
CN(CCOc1ccccc1)C(=O)C1CCC(=O)N(CCCN2CCOCC2)C1 (stereo not given)	0%	-35%	5%	0%	-10	u	-3%	u	0%
COCCN(C(=O)COC(=O)CSc1ccc(Cl)cc1)c1c(N)n(CC(C)C)c(=O)[nH]c1=O	-6%	-4%	28%	11%	9	-4%	0%	4%	-6%
Cc1cccc(NC(=O)Nc2c(C)[nH]c(=O)[nH]c2=O)c1C	1%	1%	9%	20%	-5	-10%	-8%	-11%	9%
Cc1c(CN(C)CCc2ccccc2)c(=O)n(-c2ccccc2)n1C	2%	-5%	-21%	-9%	8	-2%	2%	0%	9%
Cn1nc(C(=O)Nc2ccccc2Cl)cc1C(=O)Nc1ccccc1Cl	x	-6%	-6%	-14%	-55*	u	-6%	4%	0%
CCc1nnc(NS(=O)(=O)c2ccc(NC(=O)COc3ccc4ccccc4c3)cc2)s1	0%	-9%	0%	-5%	1	-4%	29%	-49%[inhibitor]	22%
COC(=O)c1cccc(NC(=O)CCN2C(=O)NC(C)(C)C2=O)c1	x	5%	12%	-3%	13	x	-5%	x	1%
CCC(=O)c1ccc(OCC(=O)OCC(=O)NC2CCCCCCC2)cc1	-1%	-3%	31%	8%	2	6%	-1%	-5%	4%
O=[N+]([O-])c1ccc(N/N=C/c2cccc(O)c2)cc1	19%	-8%	-1%	-2%	-88*	18µM*	u	u	u
COc1cc(CCC(=O)OCC(=O)Nc2sccc2C(N)=O)cc(OC)c1OC	-21%	-15%	-6%	1%	5	-20%	-7%	16µM*	-11%
CNC(=S)N1N=C(c2cccs2)CC1c1ccc(F)cc1 (stereo not given)	-14%	-9%[57.1 µM]	-20%	u	-51*	14%	-17%	-1%	-29%
O=C(N/N=C/c1c[nH]c2ccccc12)c1cc(-c2ccc3ccccc3c2)n[nH]1	27%	u	u	u	-99*	2.6µM*	7.3µM*	12µM*	5.8µM*
O=C(c1ccccc1)N1CCCC(c2ccc(Cl)cc2)=N1	82%[activator]	-18%	-15%	-6%	-1	u	u	1%	-26%
Cc1[nH][nH]c(=O)c1C(c1ccc(Br)cc1)c1c(C)[nH][nH]c1=O	-12%	2%	-5%	-2%	-12	-3%	2%	2%	-3%
CNc1ccc(/C=C(\C#N)c2ccccn2)cc1[N+](=O)[O-]	-8%	8%	9%	-6%	-12	2%	-7%	0%	12%
CCCCCCCCNc1ccccc1S(=O)(=O)NCc1ccccc1	-11%	-10%	-15%	-17%	0	5.2µM*	u	-6%	u
CCOC(=O)c1c(C)n(-c2ccccc2)c2ccc(O)cc12	-26%	1%	u	u	23	u	-19%	-37%[inhibitor]	-18%
C(=C\c1ccccc1)/CSc1nnc(-c2ccncc2)n1Cc1ccco1	-5%	-16%	0%	-21%	2	2%	0%	3%	-1%
CCOC(=O)/C(C(N)=NCC(C)C)=C(/O)c1ccccc1	3%	-5%	0%	-3%	-81*	12%	1%	3%	-3%
COc1ccc(OC)c(S(=O)(=O)n2ccnc2C)c1	-34%	-4%	7%	5%	32	0%	10%	-11%	8%
Cc1nnc(NC(=O)CSCc2c(C)noc2C)s1	3%	-9%	4%	0%	-2	2%	-4%	-6%	0%
COc1ccccc1CN1C[C@@H]2C[C@@H](C3=Cc4cc(Cl)ccc4OC3)N3CCC[C@@]23C1=O	u	-5%	-5%	u	-29	u	-20%	u	-23%
Cc1ccccc1-n1nnnc1SC1CCOC1=O (stereo not given)	2%	-6%	12%	16%	30	-35%[inhibitor]	16%	-4%	13%
COc1ccc(S(=O)(=O)c2ccc(OCC3CO3)cc2)cc1 (stereo not given)	-7%[2.22 µM]	4%[57.1 µM]	-1%	-8%	-11	17%	4%	-74%[inhibitor][1.84 µM]	3%
C[C@H](NC(=O)c1ncn2c1C(=O)NC[C@@H]2C)C(=O)OC(C)(C)C	1%	-6%	-10%	-5%	-9	x	3%	x	2%
O=C(C1CCN(c2nc(-c3ccccc3)nc3c2CCC3)CC1)N1CCC(O)CC1	-16%	-11%	u	2%	0	11%	0%	-6%	-7%
COc1ccc(NC(=O)C2CCN(S(=O)(=O)c3ccc(OC)c(OC)c3)CC2)c(OC)c1	-5%	0%	u	18%	29	u	1%	-4%	-14%
Cc1ccc(S(=O)(=O)NC2CCCc3ccccc32)cc1C (stereo not given)	-25%	-2%	-10%	-3%	8	17%	-18%	-4%	-16%
Cc1ccc2c(c1)N(C(=O)c1ccco1)C(C)(C)c1ssc(=S)c1-2	-18%	-7%	9.2µM*	7%	-25	-6%	1%	-4%	-21%
O=C(COC(=O)c1ccc(O)cc1O)Nc1ccc2c(c1)OCCO2	x	-3%	25%	3%	-6	5%	14%	-6%	0%
CC(OC(=O)COc1ccc(C#N)cc1)C(=O)c1ccccc1 (stereo not given)	-8%	-17%	13%	4%	10	-2%	-1%	-3%	-1%
COc1ccc(NC(=S)N(CCO)Cc2cc3c(C)cc(C)cc3[nH]c2=O)cc1	11%	-7%	0%	7%	-21	-6%	-16%	-6%	-2%
S=C(Nc1ccc(Cl)cc1Cl)Nn1cnnc1	6%	-4%	0%	-2%	11	u	14%	4%	24%
Cc1cccc2sc(NC(=O)c3ccc(Cl)s3)nc12	2%	4%	0%	6%	-16	16µM*	0%	-3%	-2%
O=C(Nc1cccc(Cl)c1Cl)c1ccccc1OCC(=O)N1CCOCC1	7%	-14%	-14%	-8%	4	-3%	-8%	-4%	6%
COc1c(Br)cc([N+](=O)[O-])c(OC)c1C(=O)NC(=O)Nc1nc(C)cc(C)n1	1%	-7%	3%	10%	7	2%	2%	-2%	0%
COC(=O)c1cc(OC)nc2ccc(Br)cc12	x	-5%	15%	-7%	36	-1%	23%	-4%	14%
CC(C)(C)c1ccc(C2C(C(=O)c3ccco3)=C(O)C(=O)N2CC2CCCO2)cc1 (stereo not given)	0%	4%	-5%	-1%	-3	1%	10%	3%	0%
COc1ccc(Nc2cc(Cl)ccc2C(=O)O)cn1	18%	1%	22%	0%	28	-10%	-1%	-20%	-2%
CN1C(=O)[C@@H]2[C@@H]3C[C@@H]([C@H]4ON=C(c5ccc(Cl)cc5Cl)[C@@H]34)[C@@H]2C1=O	1%	-19%	u	2%	8	-1%	0%	-46%[inhibitor]	-9%
COc1ccc(C2/C=C\CN(Cc3ccco3)CC(=O)N2Cc2ccc(F)cc2)cc1 (stereo not given)	-2%	-8%	10%	4%	-1	u	0%	1%[9.22 µM]	-3%
CN=Cc1c(NC)nc2c(C)cccn2c1=O	-7%	-26%[57.1 µM]	-9%	14%	11	4%	1%	-2%	6%
O=C(Oc1cccc([N+](=O)[O-])c1)N1CCCCC1	x	8%	21%	1%	-11	13%	-10%	1%	-10%
Cc1ccc(-n2c(C)cc(C(=O)OCC(=O)N3CCOCC3)c2C)cc1	13%	-7%	-23%	4%	0	10%	-6%	0%	-2%
O=C(OCC(=O)N1CCOCC1)c1ccc(N2CCOCC2)c([N+](=O)[O-])c1	-17%	2%	-6%	15%	5	-2%	12%	-7%	15%
NCC12CC3CC(CC(O)(C3)C1)C2	1%	-5%	8%	-4%	9	-8%	19%	-12%	0%
CCCCC(=O)N1C/C=C\[C@H](c2ccc(OC)cc2)N(Cc2ccc(F)cc2)C(=O)[C@@H]1C	-23%	1%	20%	-3%	8	-1%	0%	-2%	-2%
CCN1CCCC1CNCc1cc(OC)c(OC)c(OC)c1 (stereo not given)	8%	2%	-3%	-18%	16	-2%	6%	14%	8%
O=C(NN=Cc1cc([N+](=O)[O-])ccc1O)c1cccc2ccccc12	u	-13%	u	u	65	0%	u	u	6.5µM*
Cc1c(/C=N/O)c2ccccn2c1C(=O)c1ccc(F)cc1	-15%	-6%	-7%	-9%	-16	3%	-12%	-1%	-11%
